Source: PubChem BioAssay
ERG-DNA inh: inhibitors of human ERG Ets domain-DNA interaction; 370,000 tested, 0.028% active; AID 624246; fluorescence polarization, His-ERG Ets domain / labelled DNA; P11308; Potency, µM (top dose mostly 76.9 µM), without a hit: top-dose FP activity, negative = inhibition, hits mostly inhibitors; active = well fitted inhibition curve with a large enough effect in the polarisation, with a control signal flat; inconclusive = small, poorly fitted or top-dose-only effect, or effect the other way, or a change in a side signal; inactive = no such curve, though single readings can be large or run the other way; the % refers to the polarisation;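 also: polarization taken with two DNA probes labelled with fluorescein and Texas red; potency is read from the fitted curve at half-maximal effect; % of control where 0% means no effect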
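His-tagged ERG Ets domain (1 uM in the protein solution; 300mM KCl, 50mM Tris-HCl, 1mM EDTA, 1mM DTT, pH 7.5) received compound, then a probe mix of 5 nM fluorescein-DNA and 100nM Texas-615-DNA. Fluorescence polarization was read for both dyes.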
D2 agonist: agonists of human D2 dopamine receptor; P14416; activation, % at 2 µM; 340,000 tested, 0.53% active; HEK293 T-REx D2 cells, calcium flux agonist mode; AID 485358;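 active = activation over 3 SD above normal in the single-dose calcium agonist read, cut at about 30% in these data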; also: 0% is about no effect
Target sequence (P14416 whole entry, looked up): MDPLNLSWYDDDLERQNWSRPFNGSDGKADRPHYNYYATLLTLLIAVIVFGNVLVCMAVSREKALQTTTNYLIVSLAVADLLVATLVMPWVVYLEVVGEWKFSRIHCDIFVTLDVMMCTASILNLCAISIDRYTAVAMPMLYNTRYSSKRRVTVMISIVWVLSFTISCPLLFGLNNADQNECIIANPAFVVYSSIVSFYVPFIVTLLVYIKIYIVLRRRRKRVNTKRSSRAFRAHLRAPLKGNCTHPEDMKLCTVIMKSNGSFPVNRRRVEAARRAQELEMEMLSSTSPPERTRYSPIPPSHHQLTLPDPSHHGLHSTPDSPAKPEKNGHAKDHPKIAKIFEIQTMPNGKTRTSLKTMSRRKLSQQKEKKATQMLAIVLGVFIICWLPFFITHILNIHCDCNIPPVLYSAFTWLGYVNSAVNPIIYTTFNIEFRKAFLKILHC
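Tetracycline-induced HEK293 T-REx cells with force-coupled D2 receptor, plated overnight at 30 C, loaded with no-wash calcium dye. After a 10 s baseline, compound was pin-added and calcium flux read kinetically for 180 s; calcium rises flagged agonists.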
D2 antagonist: antagonists of human D2 dopamine receptor; P14416; HEK293 TREx D2 cells, calcium flux, dopamine EC80; inhibition, % at 10 µM; 340,000 tested, 2% active; in the data active = inhibition above about 30%; also: 0% is about no effect
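Antagonism is scored as inhibition of an EC80 dopamine-evoked calcium signal in a force-coupled, tetracycline-inducible HEK293 T-REx D2 line, with compound present 180 s before agonist.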
ALOX12 inh: inhibitors of human 12S-lipoxygenase ALOX12; purified 12hLO, xylenol orange hydroperoxide absorbance; Potency, µM (highest dose often 108 µM), without a hit: top-dose activity change, negative = inhibition, most hits filed as inhibitors; P18054; 580,000 tested, 1.1% active; also: potency is read from the fitted curve at half-maximal effect; % is scaled to controls: 0 for no effect and ±100 for the full control effect
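Hydroperoxide product was detected by ferrous iron/xylenol orange as the 573 to 405 nm absorbance ratio. Arachidonic acid at 40 uM (final) was turned over for 30 min at room temperature by 150 nM human 12hLO, pH 7.0 Hepes buffer, after 15 min compound preincubation.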
Vif-A3G inh: Vif-A3G binding inhibition | 410,000 tested, 0.076% active | Q9HC16 | HeLa A3G-eYFP + Vif (tagged APOBEC3G with the HIV-1 protein that degrades it), YFP fluorescence, overnight | Potency, µM (doses to about 46.1 µM), without a hit: top-dose activity, negative = active, hits mostly inhibitors;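 also: potency is read from the fitted curve at half-maximal effect; % is scaled to controls: 0 for no effect and ±100 for the full control effect; nearly all actives have a fitted effect of over 60% in size; hits raise eYFP signal because A3G escapes Vif-driven loss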
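HeLa cells stably expressing Vif and C-terminally eYFP-tagged A3G, seeded overnight at 37 deg C, then exposed to compound by pintool overnight at 37 deg C. Rise in yellow fluorescence (Ex 488/Em 500-530, Acumen) marks blocked Vif-driven A3G degradation.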
LDHA inh: blocks human lactate dehydrogenase A. P00338. purified LDHA, NADH/diaphorase-resazurin fluorescence; stronger effect = lower value. activity change, % (values are at about 110 or 230 µM). 480,000 tested, 0.15% active. AID 1347041; in the data active = activity change below about -30%; inconclusive = mostly about -25% to -30%;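 also: plate controls were DMSO wells for no effect and wells without enzyme for full effect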
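Enzyme activity of human lactate dehydrogenase 5 (2 nM; 0.06 mM NADH, 0.2 mM pyruvate, 5 min, RT) is measured via a resazurin/diaphorase fluorescence readout of residual NADH.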
RGS4 inhibitor: blocks human RGS4-accelerated GTP hydrolysis; 390,000 tested, 0.039% active; AID 504845; Potency, µM (titrated, usually from 114 µM), inactives show top-dose activity change, negative = inhibition, usual class: inhibitors; Transcreener GDP fluorescence polarization, RGS4-accelerated GTP hydrolysis; also: potency is read from the fitted curve at half-maximal effect; % is scaled to controls: 0 for no effect and ±100 for the full control effect; nearly all actives have a fitted effect of over 75% in size; some results filed as inactive show a strong effect at the top dose
Target sequence (P49798 whole entry, looked up): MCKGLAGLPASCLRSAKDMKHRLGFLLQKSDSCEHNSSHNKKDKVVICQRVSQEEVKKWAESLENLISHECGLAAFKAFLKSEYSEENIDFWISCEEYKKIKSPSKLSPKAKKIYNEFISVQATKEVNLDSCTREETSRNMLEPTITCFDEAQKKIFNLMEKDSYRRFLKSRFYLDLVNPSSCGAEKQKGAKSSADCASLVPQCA
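MLSMR compounds (23 nl, pin-transferred) preincubated 10 min at room temperature with a 500nM (2x) first reagent, then RGS4 at 900nM (2x) plus Transcreener GDP mix added; fluorescence polarization (620/688 nm) read before and after 90 min at 30 °C.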
Glioma ERSR ind: ER stress response induction in glioma; 420,000 tested, 0.02% active; U87-MG GRP78 promoter luciferase reporter, 16 h; AID 602332; Potency, µM, for the others: top-dose activation, most hits filed as activators; also: potency is read from the fitted curve at half-maximal effect; series mostly up to about 76 µM; % of control where 0% means no effect; nearly all actives have a fitted effect of over 35% in size
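Stably transfected U87-MG glioma cells carrying a GRP78-based luciferase sensor; 16 h compound incubation. Luminescence end-point read 10 min after Bright-Glo addition at room temperature.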
Vif-A3F inh: Vif-A3F binding inhibition; Potency, µM (series often up to 46.1 µM), inactives show at the top dose activity, negative = active; 390,000 tested, 0.2% active; AID 602313; HeLa A3F-eYFP + Vif (tagged APOBEC3F with the HIV-1 protein that degrades it), YFP fluorescence increase; also: potency is read from the fitted curve at half-maximal effect; % of control where 0% means no effect; nearly all actives have a fitted effect of over 65% in size
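Fluorescence increase (Ex 488/Em 500-530) after overnight compound treatment at 37 deg C flags inhibition of Vif-driven A3F-eYFP loss in stable HeLa A3F-eYFP/Vif cells seeded overnight beforehand.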
An asterisk follows results filed as active; ? = inconclusive; . = no result given; [ ] = remark or other dose. Unless noted, calls follow the shape of the dose curve; as a rule, active = well fitted curve in the direction sought with a large enough effect; inconclusive = small, poorly fitted or top-dose-only effect, or another doubt; inactive = no such curve, though single readings can be large; an effect the other way counts as inactive or inconclusive. The list is partial, so the mix of outcomes need not match the whole.

Compound,ERG-DNA inh,D2 agonist,D2 antagonist,ALOX12 inh,Vif-A3G inh,LDHA inh,RGS4 inhibitor,Glioma ERSR ind,Vif-A3F inh
O=C(CN1C(=O)COc2ccccc21)N(Cc1ccc2c(c1)OCO2)CC1CCCO1 (configuration not stated),-2%,-0.1,6,0%,1%,0,22%,-3%,-15%
Cc1ccc(NC(=O)c2c3c(nc4ccccc24)CCC3)cc1S(=O)(=O)N(C)C,-2%,0.0,3,-4%,-1%,3,-17%,-10%,17%
O=C(Cn1c(=O)ccc2cc(S(=O)(=O)N3CCCC3)ccc21)NCc1ccc(Cl)cc1,2%,-0.9,.,-13%,-3%,2,14%,-3%,2%
CCOC(=O)c1sc(NC(=S)NC(=O)c2ccco2)nc1C,1%,-1.0,-11,-13%,-1%,-4,-1%,-7%,22µM*
COC(=O)Cn1c2c(c3cc(C)ccc31)CCCC2NC(C)c1ccccc1 (configuration not stated),-4%,-1.4,-11,?,2%,3,-14%,-2%,9%
COc1cc(OC)cc(-n2nnnc2SCC(=O)Nc2ccc(C(C)=O)cc2)c1,-11%,0.5,6,-22%,1%,-5,-2%,-5%,1%
CC(C)(C)c1ccc(S(=O)(=O)Nc2ccc(C(=O)N3CCCC3)cc2)cc1,2%,1.0,9,0%,-8%,-2,-1%,-3%,-1%
Cn1c(=O)n(CC(=O)NC2CCCCC2)c(=O)c2ccccc21,-7%,-2.6,12,0%,-2%,-3,10%,0%,9%
Cc1cc(C)n2c(SCC(=O)Nc3ccccc3C#N)nnc2n1,10%,0.4,2,-18%,2%,0,2%,-2%,-3%
CCOc1ccc(NC(=O)C2CCN(S(=O)(=O)c3cccs3)CC2)cc1,0%,-2.0,-1,3%,3%,-2,-12%,-5%,-3%
CC(=O)Oc1ccc2c(=O)c(Oc3ccccc3)coc2c1OC(C)=O,-3%,-0.8,1,?,-7%,12,-53%,-3%,-1%
CC(C)n1ncc2c(C(=O)NCCOc3ccccc3F)cc(C3CC3)nc21,6%,.,.,154%[activator],-4%,1,-6%,-3%,-11%
O=C(Nc1ccccc1N1CCCCC1)c1ncoc1-c1cccc(F)c1,6%,.,.,11%,3%,1,-9%,0%,-11%
O=C(CCCCCn1nnc2ccccc2c1=O)Nc1ccccc1F,15%,-0.5,13,3%,-5%,-6,-8%,-1%,-5%
O=C(Nc1ccc2c(c1)OCCO2)C1CC(c2ccccc2Cl)=NO1 (configuration not stated),6%,-1.3,-22,0%,0%,-1,6%,0%,-13%
COc1ccc(C(=O)NNC(=O)c2ccccc2[N+](=O)[O-])cc1Br,8%,0.5,7,-21%,?,-7,4%,0%,-1%
C=CCNC(=S)NC(=O)c1oc2ccccc2c1C,-9%,0.1,-9,-22%,3%,-2,-33%,5%,-9%
COCCCNC(=S)N/N=C/c1ccc2c(c1)OCO2,-1%,.,.,?,0%,0,0%,1%,-10%
Cc1cc(C)c(C)c(S(=O)(=O)N2CCC(C(=O)OCC(=O)NC3CCS(=O)(=O)C3)CC2)c1C (configuration not stated),-7%,.,.,-8%,1%,-12,-6%,-4%,-11%
CNC(=O)/C=C/c1cc(C(=O)c2ccc(Cl)cc2Cl)cn1C,1%,-0.2,-9,12%,?,0,-45%,-3%,-16%
CCOc1ccc(/C=C/C(=O)Nc2sc3c(c2C(=O)OC)CCC3)cc1,?,.,.,-15%,1%,-6,-19%,0%,-2%
COc1ccc(-c2noc(CSc3nc(N)c(-c4ccccc4)c(=O)[nH]3)n2)cc1OC,-1%,-0.5,0,-7%,-3%,-1,0%,-8%,.
O=c1ccnc(SCCC(F)=C(F)F)[nH]1,-5%,1.6,9,0%,5%,-5,19%,1%,-13%
O=C(CN1CCN(C(=O)c2cccc(S(=O)(=O)N3CCCC3)c2)CC1)Nc1cccc(F)c1,12%,0.9,-9,-30%,0%,-3,-1%,-5%,2%

Reformatted with values under each structure: 4 of the compounds above
Every second line gives: ERG-DNA inh, D2 agonist, D2 antagonist, ALOX12 inh, Vif-A3G inh, LDHA inh, RGS4 inhibitor, Glioma ERSR ind, Vif-A3F inh
COc1ccc(C(=O)NNC(=O)c2ccccc2[N+](=O)[O-])cc1Br
  8%, 0.5, 7, -21%, ?, -7, 4%, 0%, -1%
C=CCNC(=S)NC(=O)c1oc2ccccc2c1C
  -9%, 0.1, -9, -22%, 3%, -2, -33%, 5%, -9%
COCCCNC(=S)N/N=C/c1ccc2c(c1)OCO2
  -1%, ., ., ?, 0%, 0, 0%, 1%, -10%
Cc1cc(C)c(C)c(S(=O)(=O)N2CCC(C(=O)OCC(=O)NC3CCS(=O)(=O)C3)CC2)c1C (configuration not stated)
  -7%, ., ., -8%, 1%, -12, -6%, -4%, -11%

Other records follow.
Compound,ERG-DNA inh,D2 agonist,D2 antagonist,ALOX12 inh,Vif-A3G inh,LDHA inh,RGS4 inhibitor,Glioma ERSR ind,Vif-A3F inh
CCN(CC(=O)NCc1cccs1)C(=O)c1cccc(Cl)c1,8%,.,.,-6%,0%,-7,22%,-4%,-23%
O=C(O)CN(Cc1ccccc1)S(=O)(=O)c1ccc(F)cc1,1%,0.2,23,0%,0%,-3,5%,-3%,-15%
O=C(NCc1cccs1)C1CCCN(c2nc3ccccc3o2)C1 (configuration not stated),-5%,-0.1,2,4%,1%,-9,11%,-4%,-8%
O=C(CN(c1ccccc1Cl)S(=O)(=O)c1ccccc1)NCc1ccccc1,-2%,-1.5,23,0%,4%,-9,3%,7%,0%
C/C(=N\OCc1nc2ccccc2c(=O)n1/N=C/c1cc([N+](=O)[O-])ccc1O)c1ccccc1,12%,2.5,6,8%,2%,3,12%,2%,-7%
Cc1ccc(-c2nc3sc4c(c3c(=O)n2N)CC(C)(C)OC4)cc1,-3%,0.4,-1,0%,1%,-5,-46%[56.9 µM],1%,-5%
CNC(=O)CC1C(=O)N(c2ccc(F)cc2)C(=S)N1NC(=O)c1ccc(Br)cc1 (configuration not stated),3%,.,.,15%,1%,-4,5%,0%,8%
CCN(Cc1ccccc1)C(=O)c1cc2c(=O)[nH]c3ccc(C)cc3c2s1,1%,0.5,.,0%,-5%,-7,25%,-2%,5%
COc1cc(/C=C2/C(=N)N3C=CSC3=NC2=O)ccc1OCCOc1ccc(NC(C)=O)cc1,6%,-0.1,-10,2%,-3%,-5,8%,-1%,10%
COc1cccc(OCCCn2cc(/C=C3/C(=N)N4C=C(C)SC4=NC3=O)c3ccccc32)c1,-1%,6.1,-2,?,-3%,3,10%,-4%,0%
O=C(CCSCc1ccccc1Cl)NCc1ccc(F)cc1Cl,1%,.,.,-14%,5%,5,-14%,-3%,0%
COc1ccc(CCNC(=O)c2ccc(Cn3c(=O)c4ccccc4n(Cc4cccc(F)c4)c3=O)cc2)cc1OC,3%,0.7,.,-48%,0%,-4,-38%,-2%,-4%

Continued:
Molecule | ERG-DNA inh | D2 agonist | D2 antagonist | ALOX12 inh | Vif-A3G inh | LDHA inh | RGS4 inhibitor | Glioma ERSR ind | Vif-A3F inh
CCOC(=O)c1c(S(=O)(=O)Nc2cccc(-c3ccno3)c2)c(C)n(C)c1C | 6% | -0.1 | -11 | 1% | -1% | -9 | 29% | 0% | 0%
O=[N+]([O-])c1cc(-c2nc(-c3ccccc3)no2)ccc1NCCc1ccccc1 | -6% | 0.0 | . | -18% | 1% | -2 | -5% | -2% | -3%
COc1cc(CC(=O)NNC(=O)c2cccs2)cc(OC)c1OC | -17% | . | . | 0% | -7% | 1 | 1% | -5% | -10%
CN(C(=O)c1cccc(NC(=O)Cc2cccc(NC(=O)C3CCCN(C(=O)C4CC4)C3)c2)c1)C1CCC1 (configuration not stated) | 0% | . | . | ? | -7% | -3 | -6% | -4% | 5%
C=C(C)C(=O)Nc1ccc(NC(C)C)cc1 | 5% | 1.2 | -13 | 0% | 0% | 0 | 3% | -1% | -4%
Cc1cc(N2CCOCC2)ncc1[N+](=O)[O-] | -8% | -0.2 | 6 | -11% | 0% | -14 | 33% | -1% | 0%
O=C(CCc1nc2ccccc2c(=O)[nH]1)N1CCCc2ccccc21 | 23% | 0.9 | -9 | -22% | -9% | 7 | -13% | 2% | ?
O=C(O)/C(=C\c1cn(-c2ccccc2)nc1-c1cccnc1)NC(=O)c1ccccc1 | -15% | 0.6 | 3 | ? | 1% | 0 | -9% | -2% | 1%
